From PubChem
TAG inh: triacylglycerol accumulation inhibition | H9c2 cells, Nile Red lipid (TAG) fluorescence; cells loaded with 200 µM oleic acid | inhibition, % at 12.5 µM | 230,000 compounds, 0.66% hits;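 active means pattern-corrected inhibition of lipid staining of at least 50% with the nuclear-stain viability signal not falling by more than 50%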;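 further: 0% = DMSO wells and 100% = triacsin C control wells; some results filed as inactive read as strong as hits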
TAG inh DAPI viability: second read-out of TAG inh, no call of its own (marks repeat the call); DAPI nuclei signal change (viability), lower = more cytotoxic, %;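 whole-well DAPI fluorescence read on a plate reader as a viability signal; minus 50 percent equals half of cells still viable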
* marks the source's active call; other numbers are inactive results. Not all compounds are listed, so the mix of outcomes need not match the whole.

Values run as follows: TAG inh	TAG inh DAPI viability
> COc1cccc(-n2c(Cc3cc(=O)[nH]c(=O)[nH]3)nnc2SCC(=O)N2CCC(C)CC2)c1
→ 0	3
> CS(=O)(=O)c1ccccc1-c1nnc(NC(=O)c2ccc(S(=O)(=O)N3CCCC3)cc2)o1
→ 6	3
> Cc1cc(NC(=O)CSc2nnc(-c3ccco3)n2C)no1
→ -4	1
> Cc1cc(Cl)c(S(=O)(=O)NCc2cccnc2)cc1OCC(=O)NC1CCCCC1
→ 11	1
> Cc1ccc(S(=O)(=O)N2CCC(=O)N(CCOC(=O)Nc3ccc(F)cc3)CC2)cc1
→ -5	-5
> Cc1cc(N2C(=O)CCC2=O)n(-c2ccccc2)n1
→ 8	-1
> C=CCOC(=O)C1=C[C@H](c2csc3ccccc23)C[C@H](OCCCCO)O1
→ -73	6
> COc1ccc(C2c3c(-c4ccccc4)n[nH]c3C(=O)N2c2ccc(C(=O)O)cc2)cc1 (configuration not stated)
→ 12	-11
> COc1ccc2c(c1)[C@H]1[C@H](CO2)[C@H](c2ccccc2)[C@]2(C)C(=O)Nc3ccc(Br)cc3C(=O)N12
→ 43	-31
> Nc1ccn([C@@H]2O[C@H](COS(=O)(=O)O)[C@@H](O)[C@H]2O)c(=O)n1
→ -32	3
> CCCC(O)(CCN1CCOCC1)c1ccc(Cl)cc1 (configuration not stated)
→ 7	0
> COc1ccc(C(=O)N/N=C/c2ccccc2C(=O)O)cc1OC
→ 1	-5
> Cc1ccc(NC2SC(=O)N(Cc3cccc(C(=O)O)c3)C2=O)c(C)c1 (configuration not stated)
→ -4	2
> Cc1cc(C(=O)OCC(=O)Nc2c(F)cccc2F)c(C)n1-c1ccccc1
→ -3	-8
> CCc1ccccc1OCc1nnc(N)s1
→ 14	-5

(cont.)
Values run as follows: TAG inh	TAG inh DAPI viability
> O=C(NCCCn1ccnc1)/C(=C/c1cccnc1)NC(=O)c1ccco1
→ 4	-10
> Cc1cc(C(=O)NCc2cc(F)cc3c2OCOC3)nn1C
→ -8	4
> COCCNC(=O)CN(C(=O)Cn1nnc2ccccc21)c1ccc(C)c(F)c1
→ 19	13
> CCCSc1nc2cc(C)c(C)cc2n1CC(C)O (configuration not stated)
→ -13	-10
> O=S(=O)(NC1CCN(Cc2ccccc2)CC1)c1ccc(F)c(F)c1
→ -4	8
> CCNC(=S)Nc1sc2c(c1C#N)CCC(C)C2 (configuration not stated)
→ 13	-6
> Cc1cc2c(s1)c1cnn(-c3ccccc3)c(=O)c1n2C
→ -13	11
> O=c1cc(-c2ccccc2)oc2ccc3ccccc3c12
→ -21	5
> Cc1cc(N)n(-c2ccccn2)n1
→ -8	-2
> Cc1nn(-c2ccc(Cl)c(Cl)c2Cl)c(=O)c2ccccc12
→ 10	-14
> CC(=O)N1N=C2c3ccccc3CCC2C1c1ccc(F)cc1 (configuration not stated)
→ 1	-1
> Cc1cc2c(cc(C(=O)OCC(=O)NC3CCCCC3)n2C)o1
→ 6	2
> CC(=O)CCCC(NS(=O)(=O)CCC(Cl)(Cl)Cl)c1ccccc1 (configuration not stated)
→ 2	5
> CCC(=O)N1CCCC(C(=O)Nc2nc3ccccc3[nH]2)CC1 (configuration not stated)
→ 23	-1
> Cc1ccc(CSCCNC(=O)CN(c2ccccc2)S(C)(=O)=O)cc1
→ -13	-3

Remaining list, next part.
Values run as follows: TAG inh	TAG inh DAPI viability
> CC1(C)CC(=O)C2=C(C1)Oc1ncn3nc(-c4cccnc4)nc3c1C2c1ccccc1 (configuration not stated)
→ -7	-8
> CCOC(=O)C1CCN(C(=O)c2cc3cc4cc(OC)ccc4nc3o2)CC1
→ -23	14
> CCOC(=O)Cn1c(=O)oc2cc(S(=O)(=O)NCCC(C)C)ccc21
→ -19	17
> CCOC(=O)N1CCN(C(=O)c2ccc(Cl)c(S(=O)(=O)Nc3ccccc3)c2)CC1
→ 3	-10
> O=C(N/N=C/C(Cl)=C/c1ccccc1)c1ccc2c(c1)OCO2
→ -9	-5
> O=C(c1ccc(-n2cncn2)c([N+](=O)[O-])c1)N1CCN(S(=O)(=O)c2c(F)cccc2F)CC1
→ 5	-4
> CNC(=O)COC(=O)c1ccc(OCC(=O)Nc2ccccc2OC)c(OC)c1
→ -19	-2
> CN(CCOC(=O)c1cccc(F)c1)Cc1ccccc1
→ 12	-6
> CCOC(=O)C(=Cc1ccc(OCc2ccc([N+](=O)[O-])cc2)c(OC)c1)C(=O)OCC
→ -17	-1
> COc1cccc(CNC(=O)CCS(=O)(=O)c2cccc3nsnc23)c1
→ 14	-10
> OCC1(CCOc2ccccc2)CCN(Cc2ccccc2OC(F)F)CC1
→ -5	10
> O=[N+]([O-])c1ccc(Sc2n[nH]c(-c3ccccc3)n2)nc1
→ -1	-3
> O=C(c1ccc(Cl)cc1)c1c[nH]c(C(=O)NNc2cccc(Cl)n2)c1
→ -10	5
> O=C(COn1nnc2ccccc21)NCC1CCCCC1
→ 1	-2
> CCOC(=O)c1ccc(-c2ccc(/C=N/NC(=O)c3cncc(Br)c3)o2)cc1
→ -5	12

Next compounds:
Values run as follows: TAG inh	TAG inh DAPI viability
> CCC(CC)c1nnc(NC(=O)C2CSC3(C)CCC(=O)N23)s1 (configuration not stated)
→ 4	-2
> CCOC(=O)N1CCN(CCC(=O)Nc2ccc(Br)c(C)c2)CC1
→ -10	3
> CCN(C1CCS(=O)(=O)C1)S(=O)(=O)c1ccc(OC)c(OC)c1 (configuration not stated)
→ -1	-1
> CCCCC(CC)CN=C(N)NC(N)=NCCCCCCN=C(N)NC(N)=NCC(CC)CCCC (configuration not stated)
→ 128	-79
> Cc1nnc(N2C(=O)c3cccc4c([N+](=O)[O-])ccc(c34)C2=O)s1
→ 10	-12
> O=C(CCN1C(=O)c2cccc([N+](=O)[O-])c2C1=O)Nc1nccs1
→ 7	-8
> Cc1ccc(SCC(=O)OCC(=O)N(C)CC(=O)Nc2ccccc2Cl)cc1
→ 5	0
> COCCN(C(C)=O)c1nnc(-c2cnccn2)s1
→ -11	11
> CCOC(=O)c1c(CN(C)C)n(-c2ccccc2)c2cc(Br)c(OC)cc12
→ 22	15
> Cc1cc(C)cc(N(CC(=O)Nc2cccc(C)n2)S(=O)(=O)c2c(C)noc2C)c1
→ 16	0
> O=C1CC(N2CCSCC2)C(=O)N1CCc1ccccc1 (configuration not stated)
→ -7	-1
> COc1ccccc1N(CC(=O)N(C)Cc1ccccc1)S(=O)(=O)c1cccs1
→ -16	0
> CCOc1cc(/C=C2/NC(=S)NC2=O)ccc1OCc1ccc([N+](=O)[O-])cc1
→ -2	17
> COc1ccc(Cl)cc1Nc1nc(C)cc(C)c1C(N)=O
→ 16	-15
> CCCCCNC(=O)CCCCn1c(=O)[nH]c2cc(OCC)c(OCC)cc2c1=O
→ 36	15

Molecules above containing a nitro group on carbon:
Values run as follows: TAG inh	TAG inh DAPI viability
> O=C(c1ccc(-n2cncn2)c([N+](=O)[O-])c1)N1CCN(S(=O)(=O)c2c(F)cccc2F)CC1
→ 5	-4
> CCOC(=O)C(=Cc1ccc(OCc2ccc([N+](=O)[O-])cc2)c(OC)c1)C(=O)OCC
→ -17	-1
> O=[N+]([O-])c1ccc(Sc2n[nH]c(-c3ccccc3)n2)nc1
→ -1	-3
> Cc1nnc(N2C(=O)c3cccc4c([N+](=O)[O-])ccc(c34)C2=O)s1
→ 10	-12
> O=C(CCN1C(=O)c2cccc([N+](=O)[O-])c2C1=O)Nc1nccs1
→ 7	-8
> CCOc1cc(/C=C2/NC(=S)NC2=O)ccc1OCc1ccc([N+](=O)[O-])cc1
→ -2	17

(cont.)
Values run as follows: TAG inh	TAG inh DAPI viability
> Cc1ccc(C(=O)Nc2c(C)cc(-c3ccccc3)oc2=O)cc1
→ -48	4
> COc1cc(C(=O)Nc2ccc(F)cc2Cl)ccc1OCC(=O)N1CCOCC1
→ 3	-2
> O=C(Nc1cccc(Cl)c1)c1nc[nH]c1C(=O)NCc1ccccc1
→ -49	2
> CCCOc1ccc(C2C(C(=O)c3ccco3)=C(O)C(=O)N2CCCn2ccnc2)cc1 (configuration not stated)
→ 2	10
> CCOc1ccc(NC(=O)CN(C)C(=O)C2CC(=O)N(CCc3ccccc3)C2)cc1OCC (configuration not stated)
→ -3	7
> NC(c1csc(Nc2cnccn2)n1)c1ccccc1Cl (configuration not stated)
→ -18	-7
> CCOc1cccc(C(=O)Nc2cc(C)ccc2NC(=O)c2ccco2)c1
→ -14	3
> COCCN(C(=O)c1cc(S(=O)(=O)N2CCCCC2)ccc1Cl)c1c(N)n(CC(C)C)c(=O)[nH]c1=O
→ -3	-3
> O=S(=O)(CCNCc1ccco1)NCc1ccccc1
→ -27	1
> CCCCCC(=O)Nc1cc(S(=O)(=O)N2CCCCC2)ccc1N1CCOCC1
→ 4	10
> O=C(Nc1ccc(-c2nc3ccccc3o2)cc1)c1cccnc1
→ 11	1
> CCOC(=O)C1=C(C)N=C2SC(C)C(=O)N2C1c1cccc(F)c1 (configuration not stated)
→ -26	12
> COc1cccc(NC(=O)CN(C)C(=O)CCNC(=O)c2ccccc2OC)c1
→ 2	2
> O=C(CN1C(=O)NC(Cc2c[nH]c3ccccc23)C1=O)Nc1cccc(S(=O)(=O)N2CCCC2)c1 (configuration not stated)
→ 3	3
> O=C(NCCN1C(=O)S/C(=C/c2ccccc2)C1=O)C1CC(=O)N(Cc2ccccc2)C1 (configuration not stated)
→ 10	2

More structures:
Values run as follows: TAG inh	TAG inh DAPI viability
> COc1ccc(OC)c(Nc2ccc(C(=O)O)cc2[N+](=O)[O-])c1
→ 4	0
> O=S(=O)(c1ccccc1)N1N=C(c2cccs2)CC1c1ccc(F)cc1 (configuration not stated)
→ -7	-1
> COC(=O)N1[C@H](Cc2ccccc2)C=C[C@]1(C)C(=O)NCc1ccccn1
→ -4	13
> COC(=O)C(CCSC)NC(=O)Cn1ncc2c(=O)oc3ccc(C)cc3c21 (configuration not stated)
→ -12	-1
> CC(C)CC(=O)Nc1nnc(S(=O)(=O)N2c3ccccc3CC2C)s1 (configuration not stated)
→ -21	8
> COc1ccc(C(=O)N/N=C/c2c(C)[nH]c(=O)[nH]c2=O)cc1
→ 1	0
> COc1ccc(OCC(=O)NCCC2=CCCCC2)c([N+](=O)[O-])c1
→ -16	0
> N#Cc1c2ccc([N+](=O)[O-])cc2[n+]([O-])n1-c1ccccc1
→ 80	-67
> COc1cc2[nH]c(=O)n(Cc3ccc(C(=O)N4CCC(N5CCCCC5)CC4)cc3)c(=O)c2cc1OC
→ 4	4
> COc1cc(NC(=O)CN2C(=O)NC(C)(CCC(C)C)C2=O)cc(OC)c1 (configuration not stated)
→ -4	-4
> O=C(O)c1ccccc1C(=O)Nc1ccc(Oc2cccc3ccccc23)cc1
→ 15	12
> COc1cc(C2/C(=C(\O)c3ccc4c(c3)OCCO4)C(=O)C(=O)N2CCN2CCOCC2)cc(OC)c1OC (configuration not stated)
→ -8	-3
> O=c1c2ccccc2[nH]c(=S)n1CCC1=CCCCC1
→ 0	-5
> CN(NC(=O)c1ccc(Cl)cc1Cl)C1=NS(=O)(=O)c2ccccc21
→ -5	8
> Cc1cccc(NNC(=S)Nc2ccccc2)c1
→ 18	-7

More results
Values run as follows: TAG inh	TAG inh DAPI viability
> O=c1cc(-c2ccsc2)oc2ccccc12
→ 5	4
> CCN(CC)S(=O)(=O)c1ccc(/C=C/C(=O)O)cc1
→ 2	-1
> Cc1ccc(C2(C)NC(=O)N(CC(=O)NCc3cccs3)C2=O)cc1 (configuration not stated)
→ 13	-2
> Oc1ccc(N2CCN(c3ncnc4sc(-c5ccccc5)cc34)CC2)cc1
→ 6	1
> Cc1ccc(/C=C(\C#N)C(=O)NCCN2CCOCC2)cc1
→ -1	-2
> COc1ccc(CCN(C)C2CC(=O)N(c3ccccc3)C2=O)cc1OC (configuration not stated)
→ 11	-3
> O=C(O)CCSc1nnc(COc2cccc3ccccc23)n1-c1cccc(Cl)c1
→ -7	14
> CCOC(=O)[C@H]1[C@H]2COc3ccc(C)cc3[C@@H]2N2C(=O)CN(Cc3ccc(OC)cc3)C(=O)[C@@]12C
→ 12	-9
> COc1ccc(NC(=O)C2(C)CCN2Cc2ccc(OC)c3ccccc23)cc1OC (configuration not stated)
→ 0	-3
> C#CCCCCCCC#CCN(C)C
→ -22	7
> CC1Cc2ccccc2N1C(=O)COC(=O)CNC(=O)c1ccc(Br)o1 (configuration not stated)
→ 0	2
> CC(=O)Nc1ccc2nsnc2c1
→ 4	-1
> O=S(=O)(NCCc1csc(-c2cccnc2)n1)c1cccs1
→ -1	-3
> CC(C)CN(C(=O)CSc1nc(-c2ccccc2)cn1N)c1c(N)n(Cc2ccccc2)c(=O)[nH]c1=O
→ 2	0
> CC(C)C(C)NC(=O)COc1ccc(S(=O)(=O)N2CCOCC2)cc1Cl (configuration not stated)
→ 9	-4

Complete entries from above.
Entry for CCOC(=O)N1CCN(C(=O)c2ccc(Cl)c(S(=O)(=O)Nc3ccccc3)c2)CC1 → TAG inh = 3; TAG inh DAPI viability = -10
Entry for O=C1CC(N2CCSCC2)C(=O)N1CCc1ccccc1 (configuration not stated) → TAG inh = -7; TAG inh DAPI viability = -1

More entries follow:
Values run as follows: TAG inh	TAG inh DAPI viability
> CCCCn1c(SCC(=O)NCc2ccco2)nc2cc(S(N)(=O)=O)ccc21
→ -5	6
> Cc1ccccc1Cn1c(C)c(C(=O)NCc2cccc(Cl)c2)sc1=O
→ 11	-4
> Cc1cc(NC(=O)CSc2nccn2-c2ccc([N+](=O)[O-])cc2)no1
→ -5	0
> COc1ccc(NCc2nnc(SCC(=O)NCc3ccco3)n2-c2ccccc2OC)cc1
→ 0	4
> COc1ccc(CC(=O)NCC2(N3CCCCC3)CCCCC2)cc1
→ 9	-10

Ordered by length of the SMILES (smallest number first): some entries from above.
Values run as follows: TAG inh	TAG inh DAPI viability
> O=S(=O)(NCCc1csc(-c2cccnc2)n1)c1cccs1
→ -1	-3
> Cc1ccccc1Cn1c(C)c(C(=O)NCc2cccc(Cl)c2)sc1=O
→ 11	-4
> CCCCn1c(SCC(=O)NCc2ccco2)nc2cc(S(N)(=O)=O)ccc21
→ -5	6
> Cc1cc(NC(=O)CSc2nccn2-c2ccc([N+](=O)[O-])cc2)no1
→ -5	0
> CC(C)CN(C(=O)CSc1nc(-c2ccccc2)cn1N)c1c(N)n(Cc2ccccc2)c(=O)[nH]c1=O
→ 2	0
